Pol iota inh – qHTS for Inhibitors of Polymerase Iota; DNA polymerase iota (Homo sapiens), Q9UNA4; Pol iota fluorescent replication assay, 10 min; Potency, µM (highest dose often 115 µM), inactives show top-dose activity, negative = inhibition, actives largely listed as inhibitors; actives 1% (n = 390,000)
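Pol iota at 10 nM preincubated 15 min with compounds at room temperature; reaction started with fluorescent substrate, 50 nM final. Fluorescence read kinetically at 0 and 10 min; buffer-only wells as negative control.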
BLM inh – qHTS Assay for Inhibitors of Bloom's syndrome helicase (BLM); RecQ-like DNA helicase BLM (Homo sapiens), P54132; recombinant BLM DNA unwinding, fluorescence dequenching; Potency, µM (titrated, usually from 56.1 µM), for inactives: top-dose activity change, negative = inhibition, usual class: inhibitors; actives 0.2% (n = 350,000);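 also: plate controls were vehicle for no effect and no enzyme for full effect; nearly all actives have a fitted effect of over 35% in size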
G9a inh – qHTS Assay for Inhibitors of Histone Lysine Methyltransferase G9a; G9a H3K9 monomethylation, AlphaScreen, 2 h; actives 8.8% (n = 350,000); Potency, µM (doses to about 102 µM), for inactives: at the top dose activity, negative = inhibition, most hits filed as inhibitors; Histone-lysine N-methyltransferase EHMT2 (Homo sapiens), Q96KQ7; also: % is scaled to controls: 0 for no effect and ±100 for the full control effect; nearly all actives have a fitted effect of over 75% in size
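G9a (20 nM) was preincubated 15 min with compound, then reacted 2 h at room temperature with 500 nM biotin-H3K9 peptide and 20 µM SAM. Monomethyl-H3K9 detected by AlphaScreen using anti-H3K9me1 antibody.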
POLH inh – qHTS for Inhibitors of Polymerase Eta | Potency, µM (doses to about 114 µM), inactives show at the highest dose activity change, negative = inhibition, actives largely listed as inhibitors | recombinant Pol eta, fluorescent DNA replication assay | actives 1.2% (n = 390,000) | DNA polymerase eta (Homo sapiens), Q9Y253; also: % is scaled to controls: 0 for no effect and ±100 for the full control effect
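Pol eta at 10 nM preincubated with compounds 15 min at room temperature; reaction started with fluorescent substrate (50 nM final) and read kinetically at 0 and 10 min.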
Pol beta inh – qHTS Assay for Inhibitors of DNA Polymerase Beta; AID 485314, 2010; P06746; actives 1.3% (n = 340,000); Potency, µM (top dose mostly 114 µM), inactives show at the top dose activity change, negative = inhibition, usual class: inhibitors; Pol beta primer extension/strand displacement, fluorescence kinetic; also: % is scaled to controls: 0 for no effect and ±100 for the full control effect
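Enzyme-only controls used 10 nM Pol beta; buffer lacking enzyme served as negative control. Compound preincubated 15 min, then 50 nM substrate added; 0 and 10 min reads at room temperature.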
POLK inh – qHTS for Inhibitors of Polymerase Kappa; DNA polymerase kappa (Homo sapiens), Q9UBT6; purified Pol kappa, fluorescent DNA synthesis assay, 10 min; Potency, µM (titrated, usually from 107 µM), for the others: at the highest dose activity, negative = inhibition, actives largely listed as inhibitors; actives 0.53% (n = 400,000); also: % is scaled to controls: 0 for no effect and ±100 for the full control effect
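Kinetic fluorescence screen: compound preincubated 15 min RT with 10 nM enzyme; 50 nM substrate (final) initiates; reads at 0/10 min.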
APEX1 inh – qHTS Assay for Inhibitors of the Human Apurinic/apyrimidinic Endonuclease 1 (APE1) | actives 0.35% (n = 350,000) | recombinant APE1, TAMRA/BHQ-2 abasic DNA cleavage fluorescence | Potency, µM (titrated, usually from 65.8 µM), inactives show top-dose activity change, negative = inhibition, most hits filed as inhibitors;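 also: plate controls were vehicle for no effect and reference inhibitor for full effect; nearly all actives have a fitted effect of over 55% in size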
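APE1 at 0.75 nM final was preincubated with compound 15 min at room temperature, then 50 nM double-stranded THF abasic-site substrate (5'-TAMRA/3'-BHQ-2) was added. Fluorescence (ex 525/em 598 nm) was read kinetically; third-minus-first read gave activity.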
Apoferritin bind – qHTS Assay for Identification of Novel General Anesthetics. apoferritin/1-aminoanthracene competitive binding, fluorescence. Potency, µM (top dose mostly 77.5 µM), inactives show at the highest dose activity change, negative = displacement, hits mostly inhibitors. actives 0.074% (n = 350,000). AID 485281, 2010; also: % is scaled to controls: 0 for no effect and ±100 for the full control effect; nearly all actives have a fitted effect of over 20% in size
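In PBS, apoferritin at 10 uM is loaded with 1-AMA from a 50% saturated solution. After 10 min of compound exposure at ambient temperature, reduced 535 nm fluorescence indicates probe displacement.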
BAZ2B inh – qHTS Assay for Inhibitors of BAZ2B; Bromodomain adjacent to zinc finger domain protein 2B (Homo sapiens), Q9UIF8; AlphaScreen BAZ2B-H3K14Ac peptide displacement; Potency, µM (highest dose often 114 µM), inactives show at the highest dose activity change, negative = inhibition, usual class: inhibitors; actives 4.4% (n = 360,000); AID 504333, 2011; also: % is scaled to controls: 0 for no effect and ±100 for the full control effect; nearly all actives have a fitted effect of over 60% in size
Target sequence (Q9UIF8 whole entry, looked up, the tested form may be a part): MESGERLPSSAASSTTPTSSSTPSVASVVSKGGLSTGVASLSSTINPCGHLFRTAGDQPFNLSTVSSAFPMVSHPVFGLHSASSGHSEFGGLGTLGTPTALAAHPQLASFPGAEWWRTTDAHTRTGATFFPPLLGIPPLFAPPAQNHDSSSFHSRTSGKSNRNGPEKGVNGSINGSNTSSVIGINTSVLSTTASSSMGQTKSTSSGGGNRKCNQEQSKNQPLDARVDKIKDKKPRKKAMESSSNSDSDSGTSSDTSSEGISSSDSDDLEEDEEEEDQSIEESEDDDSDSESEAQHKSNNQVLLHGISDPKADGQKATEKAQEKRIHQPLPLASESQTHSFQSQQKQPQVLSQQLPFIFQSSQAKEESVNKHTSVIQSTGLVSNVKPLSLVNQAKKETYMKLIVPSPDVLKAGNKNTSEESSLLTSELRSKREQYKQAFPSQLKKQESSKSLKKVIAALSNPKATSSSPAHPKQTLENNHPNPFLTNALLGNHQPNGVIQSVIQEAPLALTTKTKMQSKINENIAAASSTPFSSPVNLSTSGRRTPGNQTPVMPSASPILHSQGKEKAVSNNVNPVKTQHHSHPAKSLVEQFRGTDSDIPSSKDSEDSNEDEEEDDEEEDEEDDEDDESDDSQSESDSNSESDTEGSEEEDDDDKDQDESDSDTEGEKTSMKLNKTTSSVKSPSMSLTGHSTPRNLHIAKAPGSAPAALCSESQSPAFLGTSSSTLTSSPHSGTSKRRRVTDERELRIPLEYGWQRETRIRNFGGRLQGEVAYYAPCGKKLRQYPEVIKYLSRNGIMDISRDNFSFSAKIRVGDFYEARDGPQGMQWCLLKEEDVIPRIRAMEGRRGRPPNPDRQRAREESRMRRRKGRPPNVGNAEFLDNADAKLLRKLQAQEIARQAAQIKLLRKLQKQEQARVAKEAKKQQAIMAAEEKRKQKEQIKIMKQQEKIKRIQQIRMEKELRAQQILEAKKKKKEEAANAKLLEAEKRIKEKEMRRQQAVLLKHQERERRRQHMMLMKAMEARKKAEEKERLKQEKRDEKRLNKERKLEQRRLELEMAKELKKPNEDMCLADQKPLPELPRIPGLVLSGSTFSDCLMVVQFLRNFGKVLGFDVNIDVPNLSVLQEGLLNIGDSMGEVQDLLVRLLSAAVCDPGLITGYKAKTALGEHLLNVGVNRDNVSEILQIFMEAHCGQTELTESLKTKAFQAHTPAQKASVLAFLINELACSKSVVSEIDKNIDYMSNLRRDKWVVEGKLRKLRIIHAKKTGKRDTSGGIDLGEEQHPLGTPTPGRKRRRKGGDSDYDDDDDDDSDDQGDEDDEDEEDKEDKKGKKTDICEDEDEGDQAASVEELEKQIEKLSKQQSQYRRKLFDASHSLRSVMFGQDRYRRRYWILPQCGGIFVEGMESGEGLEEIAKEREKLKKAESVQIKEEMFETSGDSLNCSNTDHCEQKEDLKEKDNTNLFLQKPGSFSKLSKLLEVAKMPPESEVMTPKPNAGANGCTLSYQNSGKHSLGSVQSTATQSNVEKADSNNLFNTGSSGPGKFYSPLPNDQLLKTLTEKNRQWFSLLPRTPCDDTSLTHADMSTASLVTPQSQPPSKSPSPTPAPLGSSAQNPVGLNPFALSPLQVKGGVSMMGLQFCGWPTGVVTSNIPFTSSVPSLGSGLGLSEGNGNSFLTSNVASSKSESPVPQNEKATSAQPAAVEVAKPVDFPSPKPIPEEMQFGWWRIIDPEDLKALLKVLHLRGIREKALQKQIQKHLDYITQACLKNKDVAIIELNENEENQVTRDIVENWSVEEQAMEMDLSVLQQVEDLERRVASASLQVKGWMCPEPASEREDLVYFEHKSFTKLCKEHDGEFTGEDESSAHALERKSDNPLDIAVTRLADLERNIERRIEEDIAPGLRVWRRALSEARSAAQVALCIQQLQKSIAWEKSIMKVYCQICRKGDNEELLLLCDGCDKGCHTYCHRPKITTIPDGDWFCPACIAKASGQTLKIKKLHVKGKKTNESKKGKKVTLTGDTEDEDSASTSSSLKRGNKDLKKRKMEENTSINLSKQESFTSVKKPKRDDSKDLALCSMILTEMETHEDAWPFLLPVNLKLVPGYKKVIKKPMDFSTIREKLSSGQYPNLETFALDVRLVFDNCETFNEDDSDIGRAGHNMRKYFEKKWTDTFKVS
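Multi-concentration screen (max 110 uM) measuring displacement of acetylated histone H3 peptide from BAZ2B by AlphaScreen, using 50 nM protein, 50 nM peptide and 10 ug/mL streptavidin donor plus Ni-chelate acceptor beads.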
Active calls of the source: *; ? = inconclusive; nt = not tested or not shown; & = joins results of further samples; [ ] = remark or other dose. Calls follow the shape of the dose curve; as a rule, active = well fitted curve in the direction sought with a large enough effect; inconclusive = small, poorly fitted or top-dose-only effect, or another doubt; inactive = no such curve, though single readings can be large; an effect the other way counts as inactive or inconclusive. Potency is read from the fitted curve at half-maximal effect.

SMILES	Pol iota inh	BLM inh	G9a inh	POLH inh	Pol beta inh	POLK inh	APEX1 inh	Apoferritin bind	BAZ2B inh
CCOC(=O)C1CN(S(=O)(=O)c2ccc(F)cc2)C1	11%	-2%	15%[12.7 µM]	-2%	23%	-1%	14%	-7%	8%
CCOc1ccc2nc(NC(=O)c3ccccc3)sc2c1	16%	-8%	9%[59 µM]	-14%	-1%	5%	nt	-8%	0%
CCC(=O)NC(c1ccco1)c1cc(Cl)c2cccnc2c1O (centres undefined)	48%[activator]	-7%	17%	-4%	?	-25%	-2%	-15%	45µM*
C=CCn1c(SCC(=O)c2ccc(O)c(O)c2)nnc1-c1cccc(Cl)c1	?	nt	-4%[0.501 µM]	16µM*	nt	40µM*	-11%	nt	50µM*
COc1ccc(C(=O)CCC(=O)Nc2cccc(C(C)=O)c2)cc1	18%	-7%	-1%[59 µM]	-6%	16%	-13%[60.1 µM]	nt	-5%	5%
CCCN1CN(Cc2ccccc2)CNC1=S	12%	-5%	-14%[59 µM]	-7%	9%	-9%	19%	-3%	13%
O=C(CCN1CCCO1)NC1CCCc2c1cnn2-c1ccccc1F (centres undefined)	17%	3%	5%	1%	2%	4%	27%	-7%	-6%
O=C(CCC(=O)c1ccc(F)cc1)OC1CCOC1=O (centres undefined)	6%	1%	-6%[59 µM]	-11%	-13%	-1%	7%	-11%	6%
Cc1cccc(NC(=O)NCCc2ccc(Cl)cc2)c1	96%[activator]	-2%	-5%	-10%	7%	-2%	-4%	-9%	0%
O=[N+]([O-])c1cccc(/C=N/Nc2nccnc2Cl)c1	1%	0%	4%[59 µM]	-9%	36%	-6%	-6%	-20%	4%
Cc1cc(C)n(C(=O)c2ccc(NC(=O)C3COc4ccccc4O3)cc2)n1 (centres undefined)	-11%	-5%	-13%[59 µM]	-17%	28%	-5%	2%	?	10%
COC(=O)C1CCN(C(=O)Cc2ccc(Br)cc2)CC1	2%	-2%	9%[59 µM]	-5%	-12%	8%	7%	-2%	-15%
CNC(=O)C1CCCN(c2nnc(C)c3c(C)n(-c4ccccc4)nc23)C1 (centres undefined)	11%	1%	-7%[59 µM]	0%	25%	2%	nt	6%	-4%
COC(=O)C1=CN(Cc2ccc(OC)c(OC)c2)C=C(C(=O)OC)C1c1cccc(OC)c1OC	118%[activator]	-7%	110%[activator]	-6%	-15%	-8%	24%	243%[activator]	47%[activator]
CCn1c(CSc2ncccn2)nnc1SCC(=O)N1c2ccccc2CC1C (centres undefined)	-1%	8%	-17%[59 µM]	1%	-4%	3%	0%	-7%	3%

Profiles as entered above. Order of values: Pol iota inh, BLM inh, G9a inh, POLH inh, Pol beta inh, POLK inh, APEX1 inh, Apoferritin bind, BAZ2B inh
Results for O=C(CCC(=O)c1ccc(F)cc1)OC1CCOC1=O (centres undefined) : 6%, 1%, -6%[59 µM], -11%, -13%, -1%, 7%, -11%, 6%
Results for COC(=O)C1=CN(Cc2ccc(OC)c(OC)c2)C=C(C(=O)OC)C1c1cccc(OC)c1OC : 118%[activator], -7%, 110%[activator], -6%, -15%, -8%, 24%, 243%[activator], 47%[activator]
Results for C=CCn1c(SCC(=O)c2ccc(O)c(O)c2)nnc1-c1cccc(Cl)c1 : ?, nt, -4%[0.501 µM], 16µM*, nt, 40µM*, -11%, nt, 50µM*
Results for O=C(CCN1CCCO1)NC1CCCc2c1cnn2-c1ccccc1F (centres undefined) : 17%, 3%, 5%, 1%, 2%, 4%, 27%, -7%, -6%

The results go on:
SMILES	Pol iota inh	BLM inh	G9a inh	POLH inh	Pol beta inh	POLK inh	APEX1 inh	Apoferritin bind	BAZ2B inh
N#Cc1cccc(-c2cc(NCc3cccnc3)ncn2)c1	nt	5%	11%[0.501 µM]	nt	nt	3%[60.1 µM]	10%	nt	nt
COCCCN1C(=O)C(=O)/C(=C(/O)c2ccc(C)cc2)C1c1ccccc1 (centres undefined)	-13%	1%	50µM*	-8%	2%	-2%	-7%	-8%	-8%
COc1ccc(-c2cc(C(=O)Nc3c(Cl)cc(Cl)cc3Cl)c3ccccc3n2)cc1OC	-11%	2%	-5%[59 µM]	-9%	42%	0%	-10%	-4%	-4%
CCNC(=S)N/N=C(\C)c1cccc(OC)c1	33%[activator]	-1%	-33%	-12%	-16%	8%	16%	-1%	-34%
COc1ccc(NC(=O)Nc2cccc3ccccc23)cc1S(N)(=O)=O	113%[activator]	-4%	-8%	-8%	-1%	-12%	38%	-5%	-10%
COc1ccc(NC(=O)CN2C(=O)C(C)Oc3ccccc32)c(OC)c1 (centres undefined)	-17%	-1%	5%[59 µM]	-5%	-10%	-1%	6%	-9%	5%
COc1ccc2c(c1)Cc1sc(NC(=O)c3ccc(Cl)cc3)nc1-2	22µM*	-11%	5%[59 µM]	-10%	0%	?	nt	-19%	-4%
CCOC(=O)N1CCN(CCC(=O)Nc2ccc(C)c(Br)c2)CC1	1%	5%	1%[59 µM]	-6%	9%	-3%	-3%	-12%	-2%
CC(C)C(=O)NC(Nc1ccccc1F)C(Cl)(Cl)Cl (centres undefined)	13%	-3%	18%[0.501 µM]	3%	47%	-7%	-1%	?	-2%
O=C(Nc1ccc(Cl)cc1)C1CCCN(S(=O)(=O)c2cnc[nH]2)C1 (centres undefined)	37%[activator]	1%	0%	-24%	17%	5%	-4%	1%	10%
O=C(NCc1ccccn1)c1ccc2c(=O)n3nc(Nc4ccccc4)sc3nc2c1	?	-15%	-4%	?	-24%	-6%	0%	4%	-15%
Nc1c(N(Cc2ccco2)C(=O)c2ccc(Br)cc2)c(=O)[nH]c(=O)n1Cc1ccccc1	10%	nt	11%[12.7 µM]	-11%	nt	-7%	13%	nt	-21%
CN(C)C(=O)CCc1ccc2c3c([nH]c2c1)[C@]1(C)[C@@H](C(=O)N2CCOCC2)C[C@H](CC(=O)NCc2cccc(C(F)(F)F)c2)C(=O)N1CC3	27%	nt	nt	-8%	nt	12%	3%	nt	nt
O=C(NC1CC(=O)N(c2ccccc2)C1)N1CCN(C(=O)c2ccco2)CC1 (centres undefined)	-27%	nt	-10%[0.501 µM]	-20%	nt	4%	25%	nt	-13%
Cc1cc(C(C)(C)C)cc(C)c1C[n+]1ccc2ccccc2c1	?	2%	9%[2.33 µM]	-12%	56%	10%[60.1 µM]	13%	?	4%
S=C(Nc1ccccc1)N1CCOCCOCCN(C(=S)Nc2ccccc2)CCOCCOCC1	86%[activator]	0%	-12%	-9%	26%	-3%	-5%	-12%	-7%
NC[C@@H]1O[C@H](O[C@@H]2[C@H](O[C@@H]3O[C@H](CO)[C@@H](O)[C@@H]3O)[C@@H](O)[C@@H](N)C[C@H]2N)[C@@H](N)[C@H](O)[C@@H]1O	nt	2%[21.4 µM]	11%[21.5 µM]	nt	nt	-5%[12 µM]	nt	5%[29.3 µM]	nt
CCc1ccccc1NC(=O)Nc1c(C)n(C)n(-c2ccccc2)c1=O	10%&-3%	2%&1%	22%	1%&-1%	9%&1%	-2%&0%	11%	-4%&5%	1%&6%
CCc1ccccc1NC(=O)Cn1c(=O)n(CCCCCC(=O)NCc2ccc(C)cc2)c(=O)c2sccc21	-11%	-19%	-36%[59 µM]	nt	-18%	-30%	nt	-3%	?
COc1ccc(CCn2c(NCc3ccco3)nc3c2c(=O)[nH]c(=O)n3C)cc1	7%	1%	4%[59 µM]	7%	10%	-11%	1%	-7%	33%[activator]
CCN(CC(=O)NC1CCS(=O)(=O)C1)S(=O)(=O)c1ccccc1Cl (centres undefined)	37%[activator]	-1%	nt	-13%	45%	0%	-1%	-3%	3%
CCCn1c(SCC(=O)Nc2ccc3c(c2)OCO3)n[nH]c1=O	24%	nt	nt	1%	nt	-14%	2%	nt	nt
CCN(CC)C(=O)CSc1nc2cc3c(cc2c(=O)n1CCCCCC(=O)NCCc1ccc(OC)c(OC)c1)OCO3	11%	3%	5%[59 µM]	-16%	-2%	-10%[60.1 µM]	nt	-7%	-10%
O=C(O)CCC(=O)N1N=C(c2ccc(Br)cc2)CC1c1cccs1 (centres undefined)	24%	-2%	3%	-3%	11%	3%	1%	-6%	-14%
CC(C)C[C@@H](CO)N1CCN(CC(C)C)CCC1=O	5%&49%&30%	1%	1%	4%	70%	10%&9%&-15%	-6%	-2%	1%
CCOC(=O)C1CCCN(c2ncnc3c2nnn3C)C1 (centres undefined)	17%	2%	-10%[59 µM]	-16%	-4%	4%[60.1 µM]	nt	-14%	2%
CCSc1nc(O)cc(=O)n1-c1ccc(OC)cc1	13%	-2%	15%[59 µM]	-10%	1%	-12%	1%	-9%	-7%
CC(=O)c1ccc(NC(=O)c2cc(=O)[nH]c3ccccc23)cc1	-3%	-8%	-1%[59 µM]	1%	5%	-5%	23%	-10%	-26%
CCC(Sc1nc2c(c(=O)[nH]1)CCC2)C(=O)Nc1cccc(OC)c1 (centres undefined)	-6%	-4%	?	-12%	7%	-2%	-1%	-7%	11%
COc1ccc(CCNC(=O)[C@@H](NC(=O)N2CCn3c2nc2ccccc23)C(C)C)cc1OC	5%	5%	nt	0%	12%	-11%	-15%	-10%	-13%
Cc1c(-n2cc(C(=O)O)c(=O)c3cc(F)c(N4CCCC(O)C4)c(F)c32)c(=O)n(-c2ccccc2)n1C (centres undefined)	21%	-2%	8%	-9%	30%	-14%	3%	-6%	1%
CC(=O)c1cccc(NC(=O)Cn2cnc(S(=O)(=O)N3CCCCC3)c2)c1	15%	-1%	1%	-15%	3%	-2%	11%	-7%	-16%
Cc1ccc(C=C2C(=O)c3ccccc3C2=O)o1	22µM*	-16%	25µM*	13µM*	14µM*	?	?	0%	40µM*
CCOc1ccc(C(=O)c2c(N)c(-c3nc(-c4ccc5c(c4)OCO5)cs3)c3ccccn23)cc1	-17%	-2%	9%[59 µM]	nt	33%	-1%	nt	-3%	1%
Cc1ccc(C(=O)NCCc2nnc3ccc(SCC(=O)Nc4c(C)cc(C)cc4C)nn23)cc1	1%	-9%	7%	-16%	0%	-2%	-2%	-16%	6%

Screening data as filed in PubChem.

The list is partial, so the mix of outcomes need not match the whole.
